HttQ103 aggreg – qHTS Multiplex Assay to Identify Dual Action Probes in a Cell Model of Huntington: Aggregate Formation (GFP) | actives 1.1% (n = 220,000) | Potency, µM (highest dose often 46.1 µM), for the others: top-dose activity change, negative = inhibition, hits mostly inhibitors | PC12 HttQ103-GFP aggregates, Acumen cytometry, 40 h; note: potency is the fitted concentration of half-maximal effect; % is set by controls: 0 for no effect and ±100 for the full control effect; nearly all actives have a fitted effect of over 60% in size
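PC12/HTTQ103-GFP, ecdysone-inducible; teb 100 nM; cpd qHTS titration; GFP aggregates read on laser cytometer, Ex 488/Em 500-530 nm.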
KinaseGlo FLuc – Counterscreen for Luciferase (Kinase-Glo TM) Inhibition. Luciferin 4-monooxygenase (Photuris pensylvanica), Q27757. Kinase-Glo luciferase, ATP luminescence, 8 min. actives 0.28% (n = 200,000). Potency, µM (highest dose often 38.3 µM), for the others: at the top dose activity change, negative = inhibition, most hits filed as inhibitors; note: potency is the fitted concentration of half-maximal effect; % is set by controls: 0 for no effect and ±100 for the full control effect; nearly all actives have a fitted effect of over 60% in size
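Light output from Kinase-Glo luciferase with luciferin and 10 uM ATP in 50 mM imidazole pH 7.2, KCl, MgCl2, Tween 20, BSA; compound pin-delivered, 8-min ambient incubation, then luminescence read.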
IMPase Li cell – qHTS Assay for Identifying the Cell-Membrane Permeable IMPase Inhibitors: Potentiation with Lithium. AID 1457, 2008. CHO-M1 cells, IP1 TR-FRET (IP-One), carbachol + lithium. actives 0.35% (n = 210,000). Potency, µM (series often up to 59.4 µM), for the others: top-dose activity, negative = IMPase inhibition, usual class: inhibitors;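 note: IP1 builds up when IMPase is blocked and the TR-FRET signal falls; potency is the fitted concentration of half-maximal effect; plate controls were basal vehicle for no effect and high inhibitor control for full effect; nearly all actives have a fitted effect of over 50% in size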
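CHO-M1, 2000 cells/well, 16–30 h culture; cpd + low Li+, 30 min 37C; lysis with d2-IP1/Eu-anti-IP1 Ab, 10 min RT; TR-FRET 665/620 ratio and 620 channel; AC50 via Hill.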
L3MBTL1 block – qHTS Assay for the Inhibitors of L3MBTL1 | Lethal(3)malignant brain tumor-like protein 1 (Homo sapiens), Q9Y468 | AlphaScreen L3MBTL1–H3K9me1 peptide binding | Potency, µM (top dose mostly 57.1 µM), inactives show at the top dose activity, negative = inhibition, hits mostly inhibitors | actives 0.66% (n = 230,000); note: potency is the fitted concentration of half-maximal effect; % is set by controls: 0 for no effect and ±100 for the full control effect; nearly all actives have a fitted effect of over 60% in size
Target sequence (Q9Y468 whole entry, looked up): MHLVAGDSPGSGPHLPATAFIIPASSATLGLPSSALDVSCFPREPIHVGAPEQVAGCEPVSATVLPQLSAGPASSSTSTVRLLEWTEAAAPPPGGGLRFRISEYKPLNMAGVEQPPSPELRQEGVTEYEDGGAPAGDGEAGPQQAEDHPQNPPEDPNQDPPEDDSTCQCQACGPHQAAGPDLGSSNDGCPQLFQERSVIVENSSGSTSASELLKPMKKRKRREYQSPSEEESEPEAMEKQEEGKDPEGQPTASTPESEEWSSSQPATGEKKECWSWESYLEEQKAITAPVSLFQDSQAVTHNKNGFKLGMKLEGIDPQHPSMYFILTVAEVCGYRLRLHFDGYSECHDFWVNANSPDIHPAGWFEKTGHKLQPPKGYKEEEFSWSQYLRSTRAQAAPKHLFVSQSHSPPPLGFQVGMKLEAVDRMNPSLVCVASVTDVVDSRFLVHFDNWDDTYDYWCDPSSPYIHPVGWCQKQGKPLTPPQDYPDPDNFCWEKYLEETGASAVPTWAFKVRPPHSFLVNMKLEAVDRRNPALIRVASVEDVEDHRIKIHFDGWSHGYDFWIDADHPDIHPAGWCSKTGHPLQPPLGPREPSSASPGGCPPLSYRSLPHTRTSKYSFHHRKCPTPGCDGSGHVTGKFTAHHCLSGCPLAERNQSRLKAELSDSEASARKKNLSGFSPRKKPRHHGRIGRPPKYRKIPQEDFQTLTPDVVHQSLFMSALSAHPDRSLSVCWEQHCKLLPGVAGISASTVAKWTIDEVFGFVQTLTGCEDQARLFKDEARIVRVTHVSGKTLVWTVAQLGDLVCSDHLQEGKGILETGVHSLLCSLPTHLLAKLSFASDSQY
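Read-out is AlphaScreen signal from streptavidin donor and nickel chelate acceptor beads (10 ug/mL final each) bridging L3MBTL1 (50 nM) and biotinylated K9-monomethylated H3(1-15) peptide (75 nM), after 30 min compound exposure at room temperature.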
Epigenetic derep – Quantitative High-Throughput Screen for Regulators of Epigenetic Control. murine LDR cells, GFP reporter derepression, 30 h. Potency, µM (doses to about 53.9 µM), for the others: at the highest dose GFP activation, actives largely listed as activators. actives 0.2% (n = 280,000); note: potency is the fitted concentration of half-maximal effect; % of control where 0% means no effect; nearly all actives have a fitted effect of over 60% in size
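GFP-positive cell count by laser-scanning cytometry (objects 20–120 um) after 30 h, 37 C compound exposure of murine LDR cells; reporter is CMV-GFP integrated at a silenced locus, inducible by HDAC or DNMT inhibitors.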
NPSR antagonist – qHTS Assay for Antagonists of the Neuropeptide S Receptor: cAMP Signal Transduction; AID 1461, 2008; CHO-NPSR cells, cAMP TR-FRET, antagonist mode; actives 1% (n = 220,000); Potency, µM (top dose mostly 38.3 µM), without a hit: at the top dose activity change, negative = inhibition, actives largely listed as inhibitors; note: potency is the fitted concentration of half-maximal effect; % is set by controls: 0 for no effect and ±100 for the full control effect; nearly all actives have a fitted effect of over 50% in size; many of its hits are not listed in these tables
CBFb RUNX1 block – qHTS Assay for Compounds Blocking the Interaction Between CBF-beta and RUNX1 for the Treatment of Acute Myeloid Leukemia. Runt-related transcription factor 1 (Homo sapiens) + Core-binding factor subunit beta …. AlphaScreen CBFb-His/RUNX1-biotin binding, biochemical. Potency, µM (highest dose often 59.8 µM), without a hit: at the top dose activity, negative = inhibition, actives largely listed as inhibitors. 230,000 tested, under 10 active. AID 1477, 2009; note: % of control where 0% means no effect
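Compounds were screened at multiple concentrations against a preformed CBF-beta(His)/RUNX1(biotin) complex (30 nM of each) for 15 min at room temperature, followed by 90 min with nickel and streptavidin beads and AlphaScreen reading.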
The depositor's hits bear a star; [ ] = dose if it differs, or a comment. Calls come from the whole dose curve; as a rule, active = well fitted curve in the direction sought with a large enough effect; inconclusive = small, poorly fitted or top-dose-only effect, or another doubt; inactive = no such curve, though single readings can be large; an effect the other way counts as inactive or inconclusive.

For O=C(Nc1ccc(F)cc1F)NC1CC1 the results were HttQ103 aggreg -6%, KinaseGlo FLuc 0%, IMPase Li cell 1%, L3MBTL1 block 6%, Epigenetic derep -0.4%, NPSR antagonist 13% and CBFb RUNX1 block 15%.
`COc1cc(OC)c2c(c1)OC(=O)CC2c1ccc2c(c1)OCO2` (configuration not stated) gave KinaseGlo FLuc 2%[39.9 µM], IMPase Li cell 16%, L3MBTL1 block -2%, Epigenetic derep 0.1% and CBFb RUNX1 block -5%[89.1 µM].
COC(=O)C1=C(C(=O)OC)C(c2ccccc2O)c2sc(=O)[nH]c2S1 (configuration not stated) was read as HttQ103 aggreg 26%, KinaseGlo FLuc 3%, IMPase Li cell 2%, L3MBTL1 block 1%, Epigenetic derep 1.1%, NPSR antagonist -12% and CBFb RUNX1 block 4%.
Screening Cc1ccc(N=Cc2c(O)ccc3ccccc23)cc1F returned HttQ103 aggreg inconclusive, KinaseGlo FLuc -2%, IMPase Li cell 3%, L3MBTL1 block -2%, Epigenetic derep inconclusive, NPSR antagonist -52% and CBFb RUNX1 block -8%.
Screening Cc1cc(C)cc(OCC(=O)Nc2ccc3c(c2)OCCO3)c1 returned HttQ103 aggreg 12%, KinaseGlo FLuc 8%, IMPase Li cell 2%, Epigenetic derep 0.9%, NPSR antagonist 26% and CBFb RUNX1 block -3%.
COc1ccc(NC(=O)CN2CCN(C(=S)NC3CCCC3)CC2)cc1 was read as HttQ103 aggreg -9%[9.22 µM], Epigenetic derep -3.1%, NPSR antagonist 1% and CBFb RUNX1 block 11%.
COc1cccc(OC)c1C(=O)OCC(=O)NC(=O)NCc1ccccc1 was read as HttQ103 aggreg 5%, KinaseGlo FLuc 0%, IMPase Li cell 8%, L3MBTL1 block 19%, Epigenetic derep -0.4%, NPSR antagonist -22% and CBFb RUNX1 block 3%.
Nc1ncnc(Nc2ccccc2C(F)(F)F)n1 was read as HttQ103 aggreg 3%, KinaseGlo FLuc -5%, IMPase Li cell 1%[38.3 µM], L3MBTL1 block 3%, Epigenetic derep 0.0%, NPSR antagonist 7%[46.1 µM] and CBFb RUNX1 block 0%.
c1ccc(-c2nc(-n3nc4ccccc4n3)nc3ccccc23)cc1 was read as HttQ103 aggreg -9%, KinaseGlo FLuc -4%, IMPase Li cell 15%[38.3 µM], L3MBTL1 block 8%, Epigenetic derep 0.1%, NPSR antagonist inconclusive and CBFb RUNX1 block 1%.
Screening N#Cc1cccc(C#N)c1N1CCC(C#N)CC1 returned HttQ103 aggreg 13%, KinaseGlo FLuc 1%, IMPase Li cell -8%, L3MBTL1 block -7%, Epigenetic derep 0.0%, NPSR antagonist 4% and CBFb RUNX1 block 10%.
Screening CCOC(=O)C1(CC2CCCCO2)CCN(C2CCSCC2)CC1 (configuration not stated) returned HttQ103 aggreg -12%[9.22 µM], IMPase Li cell 7%, L3MBTL1 block 3%, Epigenetic derep -0.1%, NPSR antagonist -17% and CBFb RUNX1 block 8%.
COc1ccc(C2=NN(c3ccccc3)C(=O)/C2=C\c2ccc(O)c(OC)c2)cc1 was read as HttQ103 aggreg -12%, KinaseGlo FLuc -21%, IMPase Li cell 27%, Epigenetic derep -0.3%, NPSR antagonist 22% and CBFb RUNX1 block -2%.
Screening CCNc1nc(NCC)nc(NC(N)=S)n1 returned HttQ103 aggreg 5%, KinaseGlo FLuc -5%, IMPase Li cell -3%, L3MBTL1 block -9%, Epigenetic derep -0.6%, NPSR antagonist 9% and CBFb RUNX1 block 13%.
`CC(=O)Nc1ccc(S(=O)(=O)Nc2nc3ccccc3nc2Sc2nncn2C)cc1` gave HttQ103 aggreg 3%, KinaseGlo FLuc 2%, IMPase Li cell -28%[38.3 µM], L3MBTL1 block 30%[activator], Epigenetic derep 3.2%, NPSR antagonist 13%[46.1 µM] and CBFb RUNX1 block inconclusive.
For CCC(C)c1c(O)nc(SCC(=O)N2CCOCC2)[nH]c1=O (configuration not stated) the results were HttQ103 aggreg 5%, KinaseGlo FLuc 2%, IMPase Li cell -19%[38.3 µM], L3MBTL1 block 5%, Epigenetic derep 3.9%, NPSR antagonist -13%[46.1 µM] and CBFb RUNX1 block 3%.

Quoted at random: four compounds from above, in no set order.
Screening N#Cc1cccc(C#N)c1N1CCC(C#N)CC1 returned HttQ103 aggreg 13%, KinaseGlo FLuc 1%, IMPase Li cell -8%, L3MBTL1 block -7%, Epigenetic derep 0.0%, NPSR antagonist 4% and CBFb RUNX1 block 10%.
Screening CCNc1nc(NCC)nc(NC(N)=S)n1 returned HttQ103 aggreg 5%, KinaseGlo FLuc -5%, IMPase Li cell -3%, L3MBTL1 block -9%, Epigenetic derep -0.6%, NPSR antagonist 9% and CBFb RUNX1 block 13%.
Screening Cc1ccc(N=Cc2c(O)ccc3ccccc23)cc1F returned HttQ103 aggreg inconclusive, KinaseGlo FLuc -2%, IMPase Li cell 3%, L3MBTL1 block -2%, Epigenetic derep inconclusive, NPSR antagonist -52% and CBFb RUNX1 block -8%.
COC(=O)C1=C(C(=O)OC)C(c2ccccc2O)c2sc(=O)[nH]c2S1 (configuration not stated) was read as HttQ103 aggreg 26%, KinaseGlo FLuc 3%, IMPase Li cell 2%, L3MBTL1 block 1%, Epigenetic derep 1.1%, NPSR antagonist -12% and CBFb RUNX1 block 4%.

The list goes on.
`COc1ccc(C2OC(=O)CC2C(=O)NCc2ccc(C)cc2)cc1OC` (configuration not stated) gave HttQ103 aggreg -11%, KinaseGlo FLuc -1%, IMPase Li cell -3%, Epigenetic derep 0.1%, NPSR antagonist 10% and CBFb RUNX1 block 6%.
Cc1ccc(/C=N/n2c(-c3ccc(Cl)cc3)n[nH]c2=S)s1 was read as HttQ103 aggreg -1%, KinaseGlo FLuc -2%, IMPase Li cell 6%, Epigenetic derep -0.1%, NPSR antagonist 9% and CBFb RUNX1 block -13%.
Cc1cc(=O)[nH]c(N/N=C/c2cc(C)n(CC(F)(F)F)c2C)n1 was read as HttQ103 aggreg -23%[9.22 µM], L3MBTL1 block -3%, Epigenetic derep 11%, NPSR antagonist -14% and CBFb RUNX1 block -2%.
Screening CC[C@H]1C(c2cccc(C)c2)=NN(c2ccccc2)[C@@H]1CO returned KinaseGlo FLuc 0%[39.9 µM], IMPase Li cell -16%, Epigenetic derep -0.6% and CBFb RUNX1 block inconclusive.
COc1ccc(Br)cc1C(=O)N/N=C/c1ccc([N+](=O)[O-])cc1 was read as HttQ103 aggreg 2%, KinaseGlo FLuc 1%, IMPase Li cell 4%, L3MBTL1 block -2%, Epigenetic derep 13%, NPSR antagonist -11% and CBFb RUNX1 block 14%.
`CC(C)(C)OC(=O)N1CCC(C(=O)N2CCOCC2)CC1` gave HttQ103 aggreg 12%, KinaseGlo FLuc 0%, IMPase Li cell -14%[38.3 µM], L3MBTL1 block 2%, Epigenetic derep 0.0%, NPSR antagonist 0%[46.1 µM] and CBFb RUNX1 block 2%.
For CCN(CC)c1ccc(/C=C(\C#N)C(=O)NCc2ccccc2)cc1 the results were HttQ103 aggreg -2%, KinaseGlo FLuc -2%, IMPase Li cell 19%, L3MBTL1 block 82%[activator], Epigenetic derep 0.9%, NPSR antagonist -21% and CBFb RUNX1 block inconclusive.
For CCOc1ccc(/C=C(\C#N)C(=O)Nc2cccnc2)cc1 the results were HttQ103 aggreg -8%, KinaseGlo FLuc -6%, IMPase Li cell 2%, L3MBTL1 block -2%, Epigenetic derep 0.0%, NPSR antagonist 15% and CBFb RUNX1 block -4%.
For CO/N=C/c1ccc(N2CCN(C(=O)c3cccc(C(F)(F)F)c3)CC2)c([N+](=O)[O-])c1 the results were HttQ103 aggreg inconclusive, KinaseGlo FLuc 0%, IMPase Li cell 19%, L3MBTL1 block -30%, Epigenetic derep -0.9%, NPSR antagonist -24%[46.1 µM] and CBFb RUNX1 block -18%.
For COc1cccc2sc(Nc3nc4ccc(NC(C)=O)cc4s3)nc12 the results were HttQ103 aggreg 8%, KinaseGlo FLuc -5%, IMPase Li cell -8%, L3MBTL1 block 29%, Epigenetic derep 1.1%, NPSR antagonist -20% and CBFb RUNX1 block -1%.
Screening COc1ccc(N(CC(=O)N2CCCCC2)S(=O)(=O)c2c(C)nn(C)c2C)cc1 returned HttQ103 aggreg 3%, KinaseGlo FLuc 4%, IMPase Li cell 6%[38.3 µM], L3MBTL1 block -3%, Epigenetic derep 1.7%, NPSR antagonist 2%[46.1 µM] and CBFb RUNX1 block 2%.
For Cc1ccc(C(=O)NCCNS(=O)(=O)c2ccccc2)cc1 the results were HttQ103 aggreg 6%, KinaseGlo FLuc -4%, IMPase Li cell 9%[38.3 µM], L3MBTL1 block 3%, Epigenetic derep -0.2%, NPSR antagonist -2%[46.1 µM] and CBFb RUNX1 block 3%.
`CCn1c(SCc2cccc(C)c2)nnc1-c1ccccc1` gave HttQ103 aggreg -2%, KinaseGlo FLuc 0%, IMPase Li cell 5%[38.3 µM], L3MBTL1 block -1%, Epigenetic derep 0.0%, NPSR antagonist -25%[46.1 µM] and CBFb RUNX1 block -3%.
For O=C(CCC1CCCC1)Nc1nnc(-c2ccc3c(c2)OCO3)s1 the results were HttQ103 aggreg 3%, KinaseGlo FLuc 2%, IMPase Li cell -19%, L3MBTL1 block 3%, Epigenetic derep -1.1%, NPSR antagonist -7% and CBFb RUNX1 block 15%.
COc1ccc(C(=O)C(OC(=O)CNC(=O)c2ccco2)c2ccccc2)cc1 (configuration not stated) was read as HttQ103 aggreg -9%, KinaseGlo FLuc 0%, IMPase Li cell -13%[38.3 µM], L3MBTL1 block -9%, Epigenetic derep 4.7%, NPSR antagonist -15%[46.1 µM] and CBFb RUNX1 block 0%.
CC(C)NC(=O)c1ccccc1NC(=O)C1CCCO1 (configuration not stated) was read as HttQ103 aggreg 5%, KinaseGlo FLuc -4%, IMPase Li cell 8%[38.3 µM], Epigenetic derep 2.7%, NPSR antagonist -3%[46.1 µM] and CBFb RUNX1 block 1%.
CC(=O)c1ccc(S(=O)(=O)N2CCNCC2)cc1 was read as HttQ103 aggreg -16%[9.22 µM], L3MBTL1 block 7%, Epigenetic derep -0.3%, NPSR antagonist -11% and CBFb RUNX1 block 7%.

Screening data (PubChem BioAssay)

This is a subset; the hit share may differ from the screen's.
